# Screening data (PubChem BioAssay)
# PREPL inh: PREPL enzyme inhibitors, primary screen, biochemical, fluorescence polarization | recombinant PREPL, fluorescence polarization activity-based probe | hit rate 0.68% among 320,000 | inhibition, % at 5.96 µM | Prolyl endopeptidase-like (Homo sapiens), Q4J6C6; in the data active = inhibition above about 43%;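 note: 0% = enzyme with DMSO and 100% = wells lacking enzyme; many of its hits are not listed in these tables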
# PAD4 FP inh: human PAD4 inhibitors, primary screen, biochemical, fluorescence polarization, 1536-well format | Protein-arginine deiminase type-4 (Homo sapiens), Q9UM07 | recombinant PAD4, RCA probe fluorescence polarization | inhibition, % at 6.36 µM | hit rate 0.41% among 330,000;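 active = percent inhibition above a cutoff equal to the mean of all tested compounds plus 3 SD, cut at about 15% in these data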;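 note: 0% = PAD4 with RCA probe and DMSO and 100% = probe without PAD4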
# PAFAH2 FP inh: PAFAH2 enzyme inhibitors, primary screen, biochemical, fluorescence polarization, human; inhibition, % at 3.39 µM; AID 492956, 2010; recombinant PAFAH2, FP-rhodamine activity probe; Platelet-activating factor acetylhydrolase 2, cytoplasmic (Homo sapiens), Q99487; hit rate 0.99% among 340,000;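 active = inhibition above the mean over all tested compounds plus 3 SD, cut at about 30% in these data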;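 note: inhibitors block probe labeling of enzyme so polarization drops; 0% = enzyme with DMSO and 100% = wells lacking PAFAH2 protein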
# pPAFAH inh: pPAFAH enzyme inhibitors, primary screen, biochemical, fluorescence polarization, human | Platelet-activating factor acetylhydrolase (Homo sapiens), Q13093 | recombinant pPAFAH, FP-rhodamine probe fluorescence polarization | inhibition, % at 3.39 µM | hit rate 1.5% among 330,000 | AID 463082, 2010;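 active = inhibition above the mean inhibition across the screen plus 3 SD, cut at about 25% in these data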;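 note: inhibitors block binding of the rhodamine activity-based probe so polarization drops; 0% = enzyme with DMSO and 100% = wells lacking pPAFAH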
# Target sequence (Q13093 whole entry, looked up): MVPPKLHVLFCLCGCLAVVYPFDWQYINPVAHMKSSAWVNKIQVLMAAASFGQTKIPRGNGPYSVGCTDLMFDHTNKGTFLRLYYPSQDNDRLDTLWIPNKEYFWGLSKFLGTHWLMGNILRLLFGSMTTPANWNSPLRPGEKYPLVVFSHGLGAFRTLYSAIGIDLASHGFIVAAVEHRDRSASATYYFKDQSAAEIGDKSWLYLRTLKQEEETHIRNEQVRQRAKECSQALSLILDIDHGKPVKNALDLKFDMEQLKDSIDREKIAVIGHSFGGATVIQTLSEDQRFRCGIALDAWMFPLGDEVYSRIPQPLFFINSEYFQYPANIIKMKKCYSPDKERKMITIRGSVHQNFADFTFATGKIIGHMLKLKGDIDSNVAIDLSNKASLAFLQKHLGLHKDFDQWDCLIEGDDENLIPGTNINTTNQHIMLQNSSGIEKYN
# PAFAH1B2 inh: PAFAH1B2 enzyme inhibitors, primary screen, biochemical, fluorescence polarization, human. recombinant PAFAH1B2, FP-rhodamine activity probe. hit rate 1.2% among 340,000. Platelet-activating factor acetylhydrolase IB subunit alpha2 (Homo sapiens), P68402. inhibition, % at 3.39 µM. AID 492953, 2010;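 active = inhibition above the mean of all tested compounds plus 3 SD, cut at about 24% in these data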;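 note: 0% = enzyme with DMSO and 100% = wells lacking PAFAH1B2; many of its hits are not listed in these tables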
# LYPLA2 counter: LYPLA2 inhibitors, primary screen, counter-screen for PME1 inhibitor project, biochemical, fluorescence polarization, FP-Rh probe ABPP; Acyl-protein thioesterase 2 (Homo sapiens), O95372; hit rate 0.38% among 320,000; recombinant LYPLA2; inhibition, % at 5.9 µM;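 active = inhibition above the screen-wide mean plus 3 SD, limit set per campaign, cut at about 26% in these data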;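 note: 0% = LYPLA2 with DMSO and 100% = wells lacking LYPLA2 enzyme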
# Target sequence (O95372 whole entry, looked up): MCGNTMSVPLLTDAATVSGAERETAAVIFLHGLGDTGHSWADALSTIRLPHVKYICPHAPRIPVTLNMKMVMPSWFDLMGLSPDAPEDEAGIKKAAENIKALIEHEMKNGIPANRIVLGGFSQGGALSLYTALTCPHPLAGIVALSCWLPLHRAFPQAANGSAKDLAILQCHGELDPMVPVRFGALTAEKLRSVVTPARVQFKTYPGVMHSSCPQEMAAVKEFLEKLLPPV
# PAFAH1B3 inh: PAFAH1B3 enzyme inhibitors, primary screen, biochemical, fluorescence polarization, human | Platelet-activating factor acetylhydrolase IB subunit alpha1 (Homo sapiens), Q15102 | recombinant PAFAH1B3, FP-rhodamine probe | inhibition, % at 3.39 µM | hit rate 0.28% among 340,000 | AID 492972, 2010;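 active = inhibition above the screen-wide average of all tested compounds plus 3 SD, cut at about 25% in these data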;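 note: 0% = enzyme with DMSO only and 100% = wells lacking PAFAH1B3 protein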
# GSTO1 counter: inhibitors of recombinant GSTO1, primary screen, counter-screen for RBBP9 inhibitor project, biochemical, fluorescence polarization | hit rate 1.1% among 300,000 | Glutathione S-transferase omega-1 (Homo sapiens), P78417 | inhibition, % at 5.96 µM | activity-based probe fluorescence polarization | AID 1974, 2009;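 active = inhibition above the campaign mean inhibition plus 3 SD, cut at about 35% in these data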;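 note: 0% = GSTO1-1 with DMSO and 100% = wells lacking GSTO1-1 enzyme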
# Target sequence (P78417 whole entry, looked up): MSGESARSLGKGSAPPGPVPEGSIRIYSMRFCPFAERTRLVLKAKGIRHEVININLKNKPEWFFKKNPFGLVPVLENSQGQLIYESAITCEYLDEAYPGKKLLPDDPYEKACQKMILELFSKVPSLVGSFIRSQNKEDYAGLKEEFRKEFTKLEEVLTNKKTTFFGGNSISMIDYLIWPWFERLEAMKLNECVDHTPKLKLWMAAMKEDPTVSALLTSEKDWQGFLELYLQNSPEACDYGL
# LYPLA1 counter: LYPLA1 inhibitors, primary screen, counter-screen for PME1 inhibitor project, biochemical, fluorescence polarization, FP-Rh probe ABPP. inhibition, % at 5.9 µM. Acyl-protein thioesterase 1 (Homo sapiens), O75608. recombinant LYPLA1. hit rate 0.16% among 320,000;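 active = inhibition above the mean of all tested compounds plus 3 SD, set per campaign, cut at about 14% in these data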;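 note: inhibitors block serine hydrolase probe labeling of LYPLA1 so polarization falls; 0% = enzyme with DMSO and 100% = wells lacking LYPLA1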
# The depositor's hits bear a star; · = no result given. These rows are one share of the data; count on the stated rates, not on these rows.
SMILES,PREPL inh,PAD4 FP inh,PAFAH2 FP inh,pPAFAH inh,PAFAH1B2 inh,LYPLA2 counter,PAFAH1B3 inh,GSTO1 counter,LYPLA1 counter
Cc1ccc(C2CC2c2n[nH]c(=S)n2-c2ccc(Cl)cc2)cc1 (centres undefined),-15,-2,2,3,5,-4,0,-4,-1
COC(=O)NC1CCC(CC2CCC(NC(=O)OC)CC2)CC1 (centres undefined),-11,1,2,-3,5,8,2,2,4
NS(=O)(=O)c1cccc2c1c([N+](=O)[O-])cc1nc(O)c(O)nc12,14,-5,1,11,2,4,8,7,5
COc1ccc(C(=O)N/N=C/c2ccc(OC)c(COc3ccc(F)cc3)c2)cc1,-1,0,-24,9,-5,-24,7,-13,-9
COc1ccccc1CNC(=O)c1ccc(-c2ccccc2)cc1,-12,-9,2,1,0,-4,3,-3,-1
COc1nccnc1NS(=O)(=O)c1ccc(NS(=O)(=O)c2ccc(NC(C)=O)cc2)cc1,9,-2,-10,8,5,2,0,6,1
CCCSC1=C(C#N)C(c2ccccc2C)CC(=O)N1 (centres undefined),-3,3,-5,-1,2,-3,-8,1,3
CCN(C(=O)COC(=O)c1ccc(Cl)c(N)c1)C1CCS(=O)(=O)C1 (centres undefined),-1,6,11,3,4,-1,4,1,0
Cc1cc(=O)oc2ccc(OCC(=O)NCc3ccco3)cc12,15,7,7,-3,-3,9,2,3,6
CC(C)[C@H](NC(=O)OC(C)(C)C)C(=O)NCC1CCC(C(=O)N[C@@H](Cc2ccccc2)C(=O)O)CC1 (some centres undefined),20,4,0,-1,5,4,9,-1,3
Cc1ccc(CC2C(=O)N(c3ccccc3)C(=O)C2C)cc1 (centres undefined),-1,2,-2,5,1,-5,8,-3,-1
Cc1nn(-c2ccc(Cl)nn2)c(=O)c2ccccc12,-4,-5,6,3,4,5,-4,-2,3
COc1ccc(NC(=S)NN2CCN(C)CC2)cc1,6,3,-2,5,-4,-3,6,-5,-7
CCC(C(=O)NC1CCCCC1)n1nc(C)c2c(C)n(-c3ccccc3)nc2c1=O (centres undefined),-7,-1,1,3,3,8,11,2,3
O=C(CSc1nc(C(F)(F)F)cc(=O)[nH]1)NCC1CCCO1 (centres undefined),-8,-3,-2,5,3,4,5,0,0
COc1ccc(CN(CC2CCC(C(=O)O)CC2)C(=S)Nc2ccc(C)c(Cl)c2)cc1 (centres undefined),7,-8,4,3,-4,1,4,3,-2
CN(C)/C=N/c1c(C#N)nnn1Cc1ccccc1,0,0,1,2,-2,-1,10,-1,-1
O=C(Nc1ccc2oc(-c3ccccc3)nc2c1)c1ccco1,-7,-4,-6,-6,8,-3,6,-8,-4
O=C(OCc1ccccc1Cl)C1CC(=O)N(Cc2ccco2)C1 (centres undefined),-8,-5,2,5,2,8,4,1,4
Cc1nn(C2CCS(=O)(=O)C2)c(Cl)c1/C=C/C(=O)OCC(=O)c1cc(C)n(-c2ccc(F)cc2)c1C (centres undefined),-4,-4,11,1,-2,-4,2,1,2
CCCCN1CCN=C1Nc1ccccc1,2,1,3,2,-6,2,0,-2,2
O=C(OCC#CCSc1nc2ccccc2s1)c1ccco1,6,0,6,10,5,-7,1,32,-4
COc1ccc(Cl)cc1C(=O)NNC(=O)c1nc2nc(C)cc(C)n2n1,18,-6,-12,3,3,-2,-2,-3,1
Cc1coc(C)c1C(=O)CC1(O)C(=O)N(Cc2ccccc2)c2ccccc21 (centres undefined),6,2,-6,6,5,-4,-2,1,-5
COc1cc(Cl)c(C)cc1NC(=O)c1ccccc1-n1cnnn1,17,-2,-1,-3,2,·,8,·,·
# (cont.)
SMILES,PREPL inh,PAD4 FP inh,PAFAH2 FP inh,pPAFAH inh,PAFAH1B2 inh,LYPLA2 counter,PAFAH1B3 inh,GSTO1 counter,LYPLA1 counter
Cc1cc(C)nc(N(C#N)CC(=O)Nc2ccccc2)n1,-4,2,5,4,2,-7,1,-5,-1
CNC(=S)Nc1cccc(S(=O)(=O)NC2=NCCC2)c1,10,3,-1,7,3,-5,6,-6,-2
COC(=O)c1ccc(CSc2ccc3nnc(-c4ccccc4)n3n2)o1,-14,5,-7,0,2,3,-3,-3,6
COCCSc1nnc(NC(=O)c2ccc3c(c2)OCO3)s1,15,-10,1,-2,0,7,2,2,-6
Cc1ccc2c(c1)N(Cc1ccc3c(c1)OCO3)C(=O)C(C)O2 (centres undefined),2,-3,-4,2,1,7,1,-1,-2
Cc1cc(C(=O)N2CCN(C(=O)c3ccco3)CC2)ccc1[N+](=O)[O-],7,0,7,4,1,0,6,7,0
Cc1ccc(F)cc1NC(=O)COC(=O)c1ccc2ncsc2c1,-1,4,49*,-3,-8,3,8,·,-1
Cc1ccc(NS(=O)(=O)c2ccc(C(=O)Nc3nncs3)cc2)cc1,45*,-3,11,19,7,·,-1,·,·
O=C(O)c1cnn2c(C(F)F)cc(C3CC3)nc12,4,6,10,1,6,2,9,2,0
CCS(=O)(=O)N1N=C(c2cccc(NS(C)(=O)=O)c2)CC1c1ccc(C)cc1 (centres undefined),-6,-1,-56,-1,-10,-4,2,0,-2
COc1ccccc1NC(=O)C1CCN(S(=O)(=O)c2cccs2)CC1,10,18*,7,4,-2,19,3,·,6
COc1ccccc1S(=O)(=O)Cc1ccc(C(=O)NCCCN2CCN(c3ccc(F)cc3)CC2)o1,30,-1,-9,6,3,2,6,2,-2
O=C(Oc1ccc(C(=S)N2CCC(O)CC2)cc1)c1ccc(Cl)cc1,30,-3,1,4,3,7,0,3,-2
CCN(CC1COc2ccccc2O1)C(=S)NCCCN(C)C (centres undefined),-50,-7,-1,0,-2,2,0,-9,2
COc1ccc(OC)c(NC(=O)c2ccc(CN3CCc4ccccc4C3)cc2)c1,20,0,4,8,2,4,3,-5,-1
CCCC(=O)N1CCc2[nH]c3ccccc3c2C1,7,-17,1,1,0,4,4,8,-2
COc1ccccc1OCCSc1nc(C)c(Cc2ccccc2)c(=O)[nH]1,13,0,·,0,·,1,·,10,1
Cc1nc2ccc(N)cc2s1,5,-1,4,1,6,-1,7,7,-1
COc1ccc(S(=O)(=O)Nc2cccc3ccc(O)cc23)cc1,12,-1,-6,6,-3,5,6,0,5
Nc1ccc(N2CCOCC2)c2nonc12,10,81*,7,1,11,70*,24,86*,70*
O=C(NCCSCc1ccco1)Nc1ccccc1,3,2,-2,3,6,1,-1,8,-1
COC(=O)c1sc(S(=O)(=O)N2CCN(c3ccccc3)CC2)c(C(=O)OC)c1C,-26,2,1,4,6,1,6,-2,2
CC1C(c2ccccc2)C(C#N)(C#N)C2(C#N)C(=O)NC1(N)C2C (centres undefined),19,-3,-5,5,0,-5,2,-1,3
CC(=O)Nc1ccc(C(=O)N2CCCC2)cc1,-10,1,-10,5,0,1,1,0,-3
O=C(OCC(=O)N1CCC(Cc2ccccc2)CC1)c1ccccc1NCCO,27,0,-5,8,5,10,10,4,5
# Next part.
SMILES,PREPL inh,PAD4 FP inh,PAFAH2 FP inh,pPAFAH inh,PAFAH1B2 inh,LYPLA2 counter,PAFAH1B3 inh,GSTO1 counter,LYPLA1 counter
COc1ccc(S(=O)(=O)N2CCN(S(=O)(=O)c3ccc4c(c3)OCCO4)CC2)cc1,-3,5,0,-9,-2,-2,1,7,-2
Cc1ccc(NC(=S)Nc2ccc(S(=O)(=O)Nc3ncccn3)cc2)cc1Cl,4,-3,·,-1,·,-1,·,-8,-2
N#Cc1c(NC(=O)c2cccc(S(=O)(=O)Nc3ccc(C(=O)O)cc3)c2)sc2c1CCCC2,7,-1,10,14,16,-2,7,34,-4
Cc1ccc(S(=O)(=O)N(C)C)cc1NC(=O)C(C)OC(=O)c1ccc2c(c1)OCCO2 (centres undefined),-1,-1,-1,0,3,-4,2,7,3
Cc1ccc2nc(N(CCN(C)C)C(=O)c3ccc4c(c3)OCCO4)sc2c1,2,3,1,-2,2,4,8,2,-4
Cc1nnc(SCC(=O)Nc2ncc(Cc3ccc(F)cc3)s2)n1N,-10,1,0,6,18,1,2,10,-1
CCCCCC(=O)N/N=C/c1cccs1,15,1,-1,5,-6,3,2,-4,-2
COc1cc2cc(CCCOC(=O)c3ccc(F)cc3)oc(=O)c2cc1OC,3,-1,4,6,0,5,3,·,4
Cn1c(Cl)cnc1C(O)c1ccccc1 (centres undefined),10,4,-8,4,1,2,0,-2,-2
CCCCCC1CC(CC/C(C)=N/NC(N)=O)C(=O)O1 (centres undefined),1,3,-3,-2,4,8,3,0,1
Cc1ccccc1Nc1ncnc2c1cnn2Cc1ccccc1,5,-1,·,8,·,5,·,8,-1

# Structural class, those above with a Cl atom
SMILES,PREPL inh,PAD4 FP inh,PAFAH2 FP inh,pPAFAH inh,PAFAH1B2 inh,LYPLA2 counter,PAFAH1B3 inh,GSTO1 counter,LYPLA1 counter
Cc1ccc(C2CC2c2n[nH]c(=S)n2-c2ccc(Cl)cc2)cc1 (centres undefined),-15,-2,2,3,5,-4,0,-4,-1
CCN(C(=O)COC(=O)c1ccc(Cl)c(N)c1)C1CCS(=O)(=O)C1 (centres undefined),-1,6,11,3,4,-1,4,1,0
Cc1nn(-c2ccc(Cl)nn2)c(=O)c2ccccc12,-4,-5,6,3,4,5,-4,-2,3
COc1ccc(CN(CC2CCC(C(=O)O)CC2)C(=S)Nc2ccc(C)c(Cl)c2)cc1 (centres undefined),7,-8,4,3,-4,1,4,3,-2
O=C(OCc1ccccc1Cl)C1CC(=O)N(Cc2ccco2)C1 (centres undefined),-8,-5,2,5,2,8,4,1,4
Cc1nn(C2CCS(=O)(=O)C2)c(Cl)c1/C=C/C(=O)OCC(=O)c1cc(C)n(-c2ccc(F)cc2)c1C (centres undefined),-4,-4,11,1,-2,-4,2,1,2
COc1ccc(Cl)cc1C(=O)NNC(=O)c1nc2nc(C)cc(C)n2n1,18,-6,-12,3,3,-2,-2,-3,1
COc1cc(Cl)c(C)cc1NC(=O)c1ccccc1-n1cnnn1,17,-2,-1,-3,2,·,8,·,·
O=C(Oc1ccc(C(=S)N2CCC(O)CC2)cc1)c1ccc(Cl)cc1,30,-3,1,4,3,7,0,3,-2
Cc1ccc(NC(=S)Nc2ccc(S(=O)(=O)Nc3ncccn3)cc2)cc1Cl,4,-3,·,-1,·,-1,·,-8,-2
Cn1c(Cl)cnc1C(O)c1ccccc1 (centres undefined),10,4,-8,4,1,2,0,-2,-2
